FXIIa inh = blocks human coagulation factor XIIa protease activity; AID 800; purified FXIIa, Boc-QGR-AMC fluorogenic substrate, 2 h; hit rate 0.3% among 220,000; P00748; inhibition, % at 5 µM; in the data active = inhibition above about 40%;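 also: 0% = enzyme with no compound and 100% = blank without enzyme; many of its hits are not listed in these tables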
Target sequence (P00748 20-372 limits assumed): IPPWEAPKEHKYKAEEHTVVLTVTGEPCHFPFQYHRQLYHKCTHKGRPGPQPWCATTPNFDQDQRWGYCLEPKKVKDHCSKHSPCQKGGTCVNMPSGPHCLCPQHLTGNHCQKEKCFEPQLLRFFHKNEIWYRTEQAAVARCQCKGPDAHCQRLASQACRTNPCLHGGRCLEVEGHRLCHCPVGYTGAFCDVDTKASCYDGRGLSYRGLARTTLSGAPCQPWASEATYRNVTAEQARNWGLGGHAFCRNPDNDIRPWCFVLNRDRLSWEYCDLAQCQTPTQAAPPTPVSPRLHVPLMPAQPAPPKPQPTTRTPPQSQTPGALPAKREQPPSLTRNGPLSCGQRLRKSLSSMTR
Target sequence (P00748 373-615 limits assumed): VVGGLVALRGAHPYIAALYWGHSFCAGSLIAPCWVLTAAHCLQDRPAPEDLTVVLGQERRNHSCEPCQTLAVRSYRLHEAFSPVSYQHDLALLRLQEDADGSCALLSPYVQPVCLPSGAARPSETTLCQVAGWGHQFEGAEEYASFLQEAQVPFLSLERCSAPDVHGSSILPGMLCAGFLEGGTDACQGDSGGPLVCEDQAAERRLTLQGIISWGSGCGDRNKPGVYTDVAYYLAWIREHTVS
KCC2 mod = KCC2 (human) Cl- transport modulation; AID 1456; hit rate 2.2% among 190,000; B-score of Tl+ flux slope (higher = more flux/activation; lower = inhibition) at 10 µM; Q9H2X9; KCC2 cells, thallium flux FluoZin-2 fluorescence;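 active = thallium flux slope and its plate-corrected score both differing from the plate sample mean at a set confidence after two filtering rounds, in either direction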;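 also: slope of fluorescence scaled to starting intensity during 10 to 20 s after thallium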
L929 necroptosis = L929 zVAD cell death inhibition | L929 zVAD necroptosis rescue, ATP luminescence, 24 h; with zVAD 60 µM | viability rescue, % at 10 µM | hit rate 0.38% among 220,000;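 active = activation, scaled between plate controls, above about 75%, limit read from the data; inactive = activation under that limit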;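 also: 0% = zVAD with DMSO and 100% = DMSO alone without zVAD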
TNF necrop inh = TNF-alpha cell death inhibition in Jurkat FADD-/- cells. AID 463075. hit rate 0.068% among 220,000. activation (protection from cell death), % at 10 µM. Jurkat FADD-/- TNF necroptosis rescue, ATP luminescence, 24 h; 0 = TNF only, 100 = no-TNF cells;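 active = activation, meaning protection from cell death, of at least 50% relative to plate controls; inactive = activation below 50%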;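 also: necroptosis triggered by 40 ng/mL TNF-alpha added together with compound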
Hck Nef HTS = human Hck-Nef kinase inhibition. P08631. hit rate 0.68% among 220,000. inhibition, % at 20 µM. Recombinant Hck-YEEI plus Nef, Z-Lyte FRET kinase assay;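 active = Hck-Nef kinase inhibition above about 50%, limit read from the data; inactive = inhibition below that limit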;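 also: 0% = DMSO with Hck plus Nef and 100% = Hck alone without Nef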
hK5 inh = kallikrein 5 (human) inhibition. Q9Y337. recombinant hK5, fluorogenic AMC substrate cleavage. inhibition, % at 5 µM. hit rate 0.59% among 210,000;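 active = inhibition of 40% or more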;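 also: 0% = enzyme controls without compound and 100% = no-enzyme blanks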
Rad51 HR inh = blocks human Rad51 in homologous recombination; hRad51 DNA strand exchange, fluorescence dequenching; inhibition, % at 10 µM; hit rate 0.085% among 200,000;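 active = inhibition above 40% at the single screening dose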;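 also: 0% = DMSO control wells and 100% = blanks with heterologous ssDNA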
Target sequence (Q06609 whole entry, looked up): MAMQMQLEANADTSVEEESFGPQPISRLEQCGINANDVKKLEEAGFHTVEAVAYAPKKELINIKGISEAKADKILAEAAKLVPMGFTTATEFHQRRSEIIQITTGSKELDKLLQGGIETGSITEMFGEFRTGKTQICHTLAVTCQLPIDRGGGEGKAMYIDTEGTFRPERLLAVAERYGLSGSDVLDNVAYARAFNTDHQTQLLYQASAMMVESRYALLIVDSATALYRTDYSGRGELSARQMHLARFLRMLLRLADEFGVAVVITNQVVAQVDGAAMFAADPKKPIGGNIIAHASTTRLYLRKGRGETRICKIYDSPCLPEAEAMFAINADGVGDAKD
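material = hRad51 filaments on single-stranded DNA | reagent = Donor/quencher-labelled 47-bp dsDNA substrate | compound = 10 µM final, single point | schedule = strand-exchange reaction 15 min at room temperature | measured by = fluorescein emission 520 nm, excitation 485 nm | read-out basis = % inhibition versus plate control and blank means | benchmarks = plate controls and plate blanks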
FXIa inh = blocks human coagulation factor XIa protease activity. hit rate 0.14% among 220,000. purified FXIa, Boc-Glu-Ala-Arg-AMC fluorogenic substrate. AID 798. P03951. inhibition, % at 5 µM;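 active = inhibition of at least 40%; inactive = inhibition below 40%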;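 also: fluorescence of freed AMC excited at 355 nm; 0% = enzyme without compound and 100% = no enzyme blank; many of its hits are not listed in these tables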
thrombin 1536 = inhibitors of human thrombin; hit rate 0.26% among 220,000; inhibition, % at 5 µM; alpha-thrombin, Boc-VPR-AMC fluorogenic substrate cleavage; P00734;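 active = inhibition at or above 40%; inactive = inhibition below 40%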;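 also: 0% = enzyme with no compound and 100% = wells without enzyme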
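Test system: human alpha-thrombin protein / Dosing: one concentration per compound, 5 µM, with 0.2% DMSO / Medium: pH 7.5 Tris-saline with Tween 20 / Benchmarks: no-compound enzyme wells and no-enzyme blanks / Read-out basis: percent inhibition of thrombin substrate cleavage / Timing: reaction at room temperature / Measured by: fluorescence, ex 355 nm, em 460 nm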
The depositor's hits bear a star; . = no result given.

Order of values – FXIIa inh | KCC2 mod | L929 necroptosis | TNF necrop inh | Hck Nef HTS | hK5 inh | Rad51 HR inh | FXIa inh | thrombin 1536
O=CNCCCc1nc2ccccc2n1Cc1ccccc1
  -4 | 1.4 | 0.2 | -1.5 | 0 | -24 | 4 | -5 | -10
Cc1ccc(O)c(C(=O)c2coc(=N)c(C(=O)NC(C)C)c2)c1
  11 | 0.65 | 0.2 | -0.3 | -1 | -2 | 0 | 4 | 1
O=C(Cn1cnc([N+](=O)[O-])c1)NC1CCCC1
  12 | -0.32 | 0.1 | 0.8 | 3 | -13 | 6 | 10 | -3
O=C(c1cc(N2C(=O)C3C4CCC(C4)C3C2=O)ccc1Cl)N1CCCCCC1 (stereo not drawn)
  13 | 0.15 | -0.1 | 1.2 | 24 | 2 | -1 | -2 | -2
Cn1cnnc1SCC(=O)Nc1ccc(Cl)cn1
  10 | 0.58 | 1.6 | -0.8 | -7 | 0 | -9 | -1 | -5
COc1ccc(/C=N/Nc2nnc(Cc3ccc(OC)c(OC)c3)c(=O)[nH]2)cc1
  21 | 0.42 | -0.4 | -0.7 | -2 | -3 | 2 | 19 | -4
CCSc1nc2ccccc2n1CC(=O)O
  3 | 1.3 | 0.9 | -0.7 | 18 | -4 | . | -3 | -4
COc1ccc(C(CC(=O)N2CCCCC2)c2c(OC)cc(OC)c3c(-c4ccccc4)cc(=O)oc23)cc1 (stereo not drawn)
  0 | 0.41 | 0.2 | -0.7 | 36 | -3 | -2 | -3 | -7
CCSc1nnc(NS(=O)(=O)c2ccc(OC)cc2)s1
  . | 0 | 14 | 1.2 | -3 | 0 | 3 | -4 | -6
CCNS(=O)(=O)c1ccc(NC(=O)Nc2ccccc2OC)cc1
  27 | -0.93 | 2.8 | 2.4 | 11 | . | . | 14 | 14
CC(OC(=O)c1ccc2ccccc2n1)C(=O)c1ccccc1 (stereo not drawn)
  10 | -1.2 | 2.5 | -0.4 | 22 | 5 | 1 | -1 | -1
CCOC(=O)c1ccccc1NC(=O)CC(C)CC(=O)O (stereo not drawn)
  12 | . | 2.0 | -1.2 | -2 | -5 | -1 | 4 | -3
CCc1ccc(CN(C)Cc2nc(-c3cccc(Cl)c3)no2)nc1
  0 | -2.2 | 5.4 | 1.4 | 16 | -5 | 6 | -7 | -13
C=CCCC(=O)Nc1nc(C)c(-c2csc(Nc3ccc(Cl)cc3Cl)n2)s1
  11 | -0.077 | 1.4 | 1.2 | -2 | -2 | -4 | 7 | 0
CC(=O)c1ccc(OCC(=O)c2cc(C)n(-c3ccc4c(c3)OCO4)c2C)cc1
  7 | -0.01 | 1.0 | -5.4 | 1 | 10 | -1 | -9 | -4
CC(=O)Nc1nnc(-c2c(-c3c(Cl)cccc3Cl)noc2C)o1
  5 | -0.046 | 0.7 | -1.0 | 15 | -4 | 4 | -1 | -4
Cc1nnc(SCC(=O)Nc2nc(-c3ccccc3)cs2)n1N
  7 | -0.38 | 0.2 | 0.1 | 1 | 7 | -5 | 5 | 2
Cc1ccc(NC(=O)CCSc2nnnn2-c2ccc3c(c2)OCO3)cc1C
  9 | -1.6 | 0.0 | 0.1 | 1 | -8 | . | -1 | 0
CCCCC(=O)NC(=S)Nc1ccccc1N1CCCCC1
  15 | 0.25 | 0.4 | -1.9 | 6 | -5 | . | 10 | 1
CCN(CC)C(=O)CSc1nnc(CSc2ncccn2)n1C
  7 | 0.6 | 0.2 | 1.2 | 30 | -4 | -2 | -2 | -1
COCCCN1C(=O)C(=O)/C(=C(/O)c2ccccc2)C1c1ccc(N(C)C)cc1 (stereo not drawn)
  31 | . | -0.2 | 1.3 | 1 | 14 | -7 | 15 | 15
C/C(=N\Nc1nc2ccccc2[nH]1)c1ccc2c(c1)OCO2
  6 | -1.5 | 3.7 | 3.7 | -17 | 3 | 9 | -1 | -4
COCCn1c(Cc2ccccc2)nnc1SCC(=O)NC(C)C
  13 | 1.6 | 0.1 | -0.8 | 0 | -11 | . | 2 | -4
O=C1Nc2ccccc2C1(c1ccccc1)c1ccccc1
  9 | . | -0.3 | -6.2 | 1 | -3 | 0 | -2 | 1
CCN(CC)S(=O)(=O)c1ccc(Oc2cccc(C(C)=O)c2)nc1
  15 | 0.94 | 0.6 | 0.5 | 2 | -6 | -2 | 22 | -2
C=CCc1cccc(/C=N/NC(=O)C(C)Nc2cccc(C)c2)c1O (stereo not drawn)
  3 | 0.63 | 64 | -6.4 | 21 | -5 | 22 | -5 | 1
O=C(Nc1nnc(C2CC2)s1)c1cc([N+](=O)[O-])ccc1N1CCCCC1
  9 | . | 1.6 | 0.6 | 2 | -5 | 1 | -6 | -4
Cc1ccc(C(=O)Oc2ccc(C(=O)COC(=O)c3cnccn3)cc2)cc1
  12 | -0.97 | -0.2 | -1.2 | 1 | 5 | -2 | 1 | 2
Cn1cc2cccc([N+](=O)[O-])c2n1
  12 | -1.3 | -0.3 | -0.2 | 20 | -4 | 21 | 1 | 8
COc1cc(OC)c(OC)cc1/C=C/C(=O)c1ccc(NS(=O)(=O)c2ccc(C)cc2)cc1
  19 | 0.6 | 1.8 | 8.9 | -3 | -12 | -31 | 7 | -6
COc1ccc(N2C(=O)C(=O)/C(=C(/O)c3ccc(C)cc3)C2c2cccnc2)cc1 (stereo not drawn)
  13 | 0 | 0.5 | 1.4 | 3 | -9 | . | 9 | -1
CCOC(=O)C1(Cc2ccccc2)CCN(Cc2cc(OC)c3c(c2)OCO3)CC1
  12 | 0.49 | 0.0 | 1.0 | 20 | 4 | -8 | -1 | -6
COc1ccc(C(=O)O)cc1S(=O)(=O)Nc1cccc(C)c1
  11 | -1.5 | -0.3 | -0.9 | 0 | 40 | -3 | 5 | 13
C=CCN(c1ccccc1C(=O)O)S(=O)(=O)/C=C/c1ccccc1
  6 | 0.23 | 0.8 | 0.5 | 1 | 0 | 8 | -2 | 3
O=C(Nc1ccc(NC(=O)c2cccs2)cc1)c1ccco1
  22 | -0.78 | 0.0 | 1.3 | 1 | -9 | 2 | 10 | 4
CCN(CC)C(=O)CSc1nc2ccc(NC(=O)CSc3nccn3C)cc2s1
  19 | -0.098 | 0.4 | 0.1 | 1 | 6 | 3 | 17 | 12
COc1ccc(C(=O)O)c(OC)n1
  5 | 0.28 | 0.1 | 0.7 | 12 | -2 | -31 | 0 | -1
CCOC(=O)/C(C(N)=NCCO)=C(/O)c1ccccc1
  5 | . | 0.3 | 0.1 | -1 | -1 | 1 | -4 | -5
CCn1c(CCNC(=O)c2ccc(Cl)cc2)nnc1SCC(=O)NC1CCCC1
  24 | 1.3 | 0.6 | 1.1 | 1 | -18 | 2 | 11 | 4
O=[N+]([O-])c1nn(-c2ccc(Cl)cc2)n(O)c1=NCc1ccncc1
  2 | 1.2 | 0.9 | -4.6 | 0 | -6 | 4 | -2 | -2
CCOc1ccc(NC(=O)CCC(=O)NNC(=O)c2ccco2)cc1
  10 | -0.56 | 1.0 | -0.3 | 20 | 12 | 2 | 0 | -2
C=CCn1c(COc2ccc(F)cc2)nnc1SCC(=O)N1CC(=O)Nc2ccccc21
  11 | -3.1 | 0.3 | -2.7 | 0 | 3 | -1 | 4 | -1
CCOC(=O)N1CCN(C(=O)CN(c2ccc(C)cc2)S(=O)(=O)c2c(C)noc2C)CC1
  3 | -0.31 | -0.2 | -1.8 | -1 | -28 | 1 | -2 | -2
COc1ccc(/C=C/C(=O)OCC(=O)N2CC(=O)Nc3ccccc32)cc1S(=O)(=O)N1CCOCC1
  5 | 0.13 | 1.8 | 1.7 | 24 | 1 | 5 | -2 | -11
COc1ccc(CNC(=O)Nc2ccc(C)cc2)cc1
  -10 | 1.6 | 0.2 | -0.7 | 0 | -16 | . | -2 | -4
C=CCc1cccc2cc(C(=O)NCc3cccnc3)c(=O)oc12
  5 | -0.68 | -0.4 | 0.1 | -6 | -8 | -5 | 1 | 2
COc1ccc2c(CC(=O)OCC(=O)NC(N)=O)coc2c1
  5 | . | 0.2 | 1.1 | -14 | -2 | -9 | -3 | 2
CC(=O)c1cccc(NS(=O)(=O)c2ccc(N/C=C\C(=O)c3ccc(C)cc3)cc2)c1
  1 | -1.3 | 0.0 | -3.1 | -1 | -1 | 1 | -3 | 1
CC(C)CC(=O)Nc1ccc(S(=O)(=O)NCc2ccco2)cc1
  8 | -0.1 | 0.2 | 0.3 | 1 | 2 | 0 | 4 | -2
CCC1CCCCN1C(=O)CSC1=NN2CCCC(=O)N=C2S1 (stereo not drawn)
  8 | 0.3 | -0.5 | 1.5 | 19 | -1 | 12 | -1 | -2
CCn1cc(C(=O)O)c(=O)c2cnc(N3CCN(C(=S)Nc4ccccc4)CC3)nc21
  4 | -0.053 | 0.8 | 2.3 | 13 | 1 | . | 0 | -7
O=C(N/N=C1\CCCc2ccccc21)c1ccc([N+](=O)[O-])cc1Cl
  9 | 1.4 | 0.5 | -0.2 | 0 | -7 | -3 | 2 | -4
O=C1C(=Cc2cccn2-c2ccccc2)C(=O)c2ccccc21
  13 | 1.3 | . | 21 | 13 | -4 | . | 8 | 1
CC1CN(Cc2nc3c(c(=O)[nH]c(=O)n3C)n2CCN2CCOCC2)CC(C)O1 (stereo not drawn)
  11 | 0.31 | 0.2 | -2.5 | 2 | -3 | -7 | -3 | -2
C=C(C)c1nc2cc(OC)c(OC)cc2c(=O)o1
  13 | . | -0.1 | -0.7 | 1 | -1 | 4 | -3 | 5
CCCCN(C(=S)NC(=O)c1cc(OC)c(OC)c(OC)c1)c1c(N)n(Cc2ccccc2)c(=O)[nH]c1=O
  6 | 0.18 | 0.7 | 1.0 | 0 | 4 | -47 | 7 | 2

Source: PubChem BioAssay (several laboratories)

The list is partial, so the mix of outcomes need not match the whole.
